Salmonella PhoP GFP – PhoP regulon inhibitors, Salmonella typhi PhoP promoter GFP reporter, confirmatory (AID 1850); one-dose inhibition, % at 50 µM; IC50 in µM for titrated hits; 310,000 tested, 0.33% active; Salmonella Typhi PhoP-promoter GFP reporter, fluorescence, 4 h; higher % means a stronger effect; in the data active means a potency from the dose series; inconclusive means inhibition mostly from about 25% at the one dose, without a potency; inactive means the rest, 99 in 100 with inhibition below about 19%;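 further: 0% = induced wells with vehicle and 100% = uninduced wells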
H1N1 NS1A inhibition – NS1A inhibition, H1N1 influenza, cell based functional assay (AID 504329). inhibition, % at 12.5 µM, or IC50 in µM where a hit was titrated. 340,000 tested, 0.3% active. NS1A functional cell-based assay, percent inhibition; higher % means a stronger effect; in the data active means a potency from the dose series; inconclusive means inhibition above about 27% without an active follow-up result; further: strong numbers were not always called active
M. tuberculosis HTS – M. tuberculosis growth inhibition, HTS (AID 449762); M. tuberculosis H37Rv growth inhibition, 7H9 media; higher % means a stronger effect; inhibition, % at 25 µM; hits with a dose series show IC50 in µM; 330,000 tested, 0.59% active; in the data active means a potency from the dose series; inconclusive means inhibition above about 70% without an active follow-up result;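 further: bacterial growth assessed after seven days of incubation; strong numbers were not always called active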
M. tuberculosis – growth inhibition of non-replicating M. tuberculosis (AID 488890); Mycobacterium tuberculosis non-replicating, growth inhibition; higher % means a stronger effect; inhibition, % at 25 µM, or IC50 in µM where a hit was titrated; 320,000 tested, 0.39% active; in the data active means a potency from the dose series; inconclusive means inhibition mostly from about 82% at the one dose, without a potency; inactive means the rest, 99 in 100 with inhibition below about 76%;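 further: plate controls were DMSO cells for no effect and high antibiotic wells for full effect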
inhibitors of VEEV – inhibitors of VEEV TC-83 cytopathic effect, confirmation, Vero cells (AID 588727) | inhibition, % at 20 µM; hits with a dose series show IC50 in µM | 350,000 tested, 0.13% active | Vero cells, VEEV TC-83 cytopathic effect inhibition; higher % means a stronger effect; in the data active means a potency from the dose series; inconclusive means inhibition mostly from about 14% at the one dose, without a potency; inactive means the rest, 99 in 100 with inhibition below about 12%; further: strong numbers were not always called active
inhibitors of VEEV 10K pilot screen – recorded beside inhibitors of VEEV, whose call it bears; inhibition, %; measured here: 10K pilot screen inhibition
The depositor's hits bear a star; i = inactive; ? = inconclusive; / = no result given. The order is random. Share with any hit: about 1.6%.

SMILES	Salmonella PhoP GFP	H1N1 NS1A inhibition	M. tuberculosis HTS	M. tuberculosis	inhibitors of VEEV	others
Cc1nn(-c2ccccc2)c(N)c1C1(O)C(=O)Nc2ccccc21 (stereo unspecified)	14%	-14%	5%	2%	2.0%
CCCCCn1c(=S)[nH]c2ncccc2c1=O	10%	4%	3%	63%	0.9%
Cc1cccc(NC(=O)c2sc3nc(-c4ccc(F)cc4)cn3c2C)n1	-9%	-5%	1%	35%	1.9%
CC(C)CN(Cc1c(O)ccc2ccccc12)CC(C)C	-4%	4%	9%	i	2.4%
CCOC(=O)N1CCN(S(=O)(=O)c2ccc3c(c2)CCN3C(=O)C2CC2)CC1	-9%	0%	-2%	1%	i
COc1cc([N+](=O)[O-])ccc1NC(=O)CSc1nc2ccccc2n1-c1ccccc1	-2%	/	3%	21%	/
COC(=O)c1sc(NC(=O)CSc2nnc(C(C)C)n2C)nc1C	-10%	2%	-4%	-17%	1.3%
CN(c1ccc(OCC(=O)N2CCN(C/C=C/c3ccccc3)CC2)cc1)S(=O)(=O)c1cccs1	8%	-4%	6%	57%	5.0%
Cc1cc(C(=O)c2ccc3ccccc3c2)c(C)o1	-16%	/	5%	21%	i
COc1ccc(CNC(=S)Nc2ccc(Br)cc2)cc1	-3%	-11%	7%	?	1.5%
CN(C)S(=O)(=O)c1ccc(Cl)c(C(=O)Nc2cccc([N+](=O)[O-])c2)c1	0%	-8%	-4%	11%	2.6%
C=CCn1c(C)nnc1SCC(=O)Nc1nc(C)c(C(=O)N(C)C)s1	3%	-6%	-3%	10%	3.1%
COc1cc(-c2nnc(SCc3cccnc3)n2C)cc(OC)c1O	-7%	-5%	-3%	-4%	i
O=C(Cc1ccc(Br)cc1)OCC(=O)c1ccc[nH]1	/	-17%	42%	79%	1.6%
CC(C)NC(=S)N/N=C/C1=CCC2CC1C2(C)C (stereo unspecified)	-14%	-29%	16%	74%	2.2%
CC(=O)Nc1ccc(NC(=O)CSc2nnc(C)c(=O)n2N)cc1	5%	-6%	3%	-2%	1.4%
COc1cccc(NC(=O)NC2CCCCCCC2)c1	-7%	1%	?	58%	3.8%
CCCc1cc(=O)[nH]c(SCCOc2ccc(OCC)cc2)n1	-4%	6%	-7%	46%	4.9%
O=P(Cc1ccncc1)(c1ccccc1)c1ccccc1	1%	-7%	0%	9%	0.0%
CCOC(=O)[C@@H]1[C@H]2COc3ccc(Br)cc3[C@@H]2N2C(=O)N(c3ccc(F)cc3)C(=O)[C@]12C	-1%	-1%	-4%	11%	0.0%
Cc1ccccc1NC(=O)c1ccccc1NC(=O)c1ccco1	-6%	9%	3%	15%	0.8%
Nc1ccc(CCn2ccnc2)cc1	-2%	-13%	-5%	-2%	0.9%
C[C@]12C(=O)N(c3ccc(Br)cc3)C(=O)N1[C@H]1c3ccccc3OC[C@@H]1[C@H]2c1ccccc1	/	8%	45%	?	0.3%
CC1CCN(S(=O)(=O)N2CCCC(C(=O)NCc3ccc(F)cc3)C2)CC1 (stereo unspecified)	10%	-4%	-2%	12%	0.6%
CN(C)C(=O)CSc1nc2ccc(N3C(=O)c4ccccc4C3=O)cc2s1	-7%	2%	4%	19%	i

Structural class, the entries above containing a furan ring, fused or not (two)
SMILES	Salmonella PhoP GFP	H1N1 NS1A inhibition	M. tuberculosis HTS	M. tuberculosis	inhibitors of VEEV	others
Cc1cc(C(=O)c2ccc3ccccc3c2)c(C)o1	-16%	/	5%	21%	i
Cc1ccccc1NC(=O)c1ccccc1NC(=O)c1ccco1	-6%	9%	3%	15%	0.8%

Later entries.
SMILES	Salmonella PhoP GFP	H1N1 NS1A inhibition	M. tuberculosis HTS	M. tuberculosis	inhibitors of VEEV	others
CC(C)(C)c1ccc(C(=O)OCC(=O)Nc2sc3c(c2C#N)CCC3)cc1	-3%	11%	2%	-7%	1.7%
COc1ccccc1OCc1ccc(C(=O)NCc2ccco2)o1	-3%	0%	-1%	21%	i
CN(C)S(=O)(=O)c1ccc(C(=O)NCC(=O)N/N=C/c2cccs2)cc1	-10%	-8%	6%	-13%	2.6%
CCOC(=O)C1CCN(c2nc3cc(OC)ccc3cc2C#N)CC1	5%	-5%	53µM*	i	0.8%
COc1ccc(Oc2cccc(Cl)c2CNC(=O)c2ccccc2C(=O)O)cc1	2%	/	6%	/	3.4%
COC(=O)CC1C(=O)NCCN1C(=S)Nc1cc(C)cc(C)c1 (stereo unspecified)	-3%	-6%	2%	6%	1.6%
CC(C)CN(CC(C)C)C(=O)c1cc(S(=O)(=O)N2CCCCC2)c[nH]1	-5%	-4%	7%	32%	i
N#CC1(Nc2cccc(Cl)c2)CCCC1	/	-1%	/	/	0.5%
Cc1c([N+](=O)[O-])c(C/C=N/O)nn1C	/	-18%	/	/	i
COc1ccc(-n2nc(C(N)=O)c(O)cc2=O)cc1	-10%	7%	-11%	-8%	2.2%
Cc1ccc(N(Cc2cc3cccc(C)c3[nH]c2=O)S(=O)(=O)c2ccccc2)c(C)c1	8%	5%	13%	45%	?
Cn1c(N)c(C(=O)COc2ccc(Cl)cc2Cl)c(=O)n(C)c1=O	10%	5%	0%	-7%	0.7%
CCCc1cc(=O)[nH]c(SCc2nc3ccccc3s2)n1	-3%	-6%	-1%	20%	2.8%
O=C(NCc1ccc(F)cc1)c1cccc(S(=O)(=O)N2CCOCC2)c1	/	-9%	1%	3%	1.6%
CCOC(=O)c1sc(=S)n(-c2ccccc2)c1C	6%	/	-1%	-3%	0.3%
CCCCc1nnc(NC(=O)CSc2nc(O)c(-c3ccccc3)c(=O)[nH]2)s1	1%	-4%	61%	17%	2.2%
Cc1oc(-c2ccccc2F)nc1CN1CCC(C(=O)NCc2ccco2)CC1	-6%	-5%	-6%	8%	i
S=c1[nH]nc(-c2ccncc2)n1/N=C/c1ccccc1	-8%	0%	3%	-32%	1.5%
Cc1ccc(NC(=O)c2ccc3nccnc3c2)c(C)c1	12%	-7%	1%	5%	3.7%
Cc1oc2cc(OCc3cnn(-c4ccccc4)c3)ccc2c(=O)c1Oc1ccccc1F	-9%	5%	9%	9%	1.0%
Cc1cc(CN(C)C(=O)CCc2nnc(Cc3cccc(C(F)(F)F)c3)o2)on1	-6%	1%	-3%	14%	2.8%
Cc1cnc(C(=O)OCC(=O)c2ccc(Cl)cc2)cn1	-7%	-11%	-23%	21%	1.4%
O=C(Nc1cc(S(=O)(=O)N2CCCCC2)ccc1Cl)C1COc2ccccc2O1 (stereo unspecified)	/	-10%	1%	2%	12%
COc1cc(SC)ccc1C(=O)NNC(=O)c1cc(C)oc1C	3%	-10%	1%	-4%	3.0%
Nc1nc(SCC(=O)N2CCOCC2)[nH]c(=O)c1-c1ccccc1	-4%	3%	5%	4%	i
Additional records
SMILES	Salmonella PhoP GFP	H1N1 NS1A inhibition	M. tuberculosis HTS	M. tuberculosis	inhibitors of VEEV	others
S=C(NCC1COc2ccccc2O1)Nc1ccc(Br)cc1 (stereo unspecified)	-8%	2%	13%	?	0.4%
CCOCCCNC(=O)C(NC(=O)Cc1c[nH]c2ccccc12)c1ccccc1 (stereo unspecified)	12%	0%	-4%	17%	i
CCN(C(=O)CSc1ncccc1C(=O)O)C1CCCCC1	10%	6%	-5%	-3%	0.7%
Cc1cc(/C=c2\sc3nc4ccccc4n3c2=O)c(C)n1-c1ccc(C(=O)O)cc1	/	0%	/	/	9.8%
O=C(COC(=O)Cn1nnc2ccccc21)NC1CCCC1	-2%	9%	-13%	-6%	0.5%
O=C(COc1ccc(C(=S)N2CCOCC2)cc1Cl)Nc1ccccc1Cl	3%	-8%	7%	33%	0.4%
Cc1ccc(S(=O)(=O)CCc2nnc(NC(=O)c3cnccn3)s2)cc1	-11%	-2%	1%	10%	0.5%
Cc1ccccc1C(=O)c1c[nH]c(C(=O)NCC2CCCO2)c1 (stereo unspecified)	7%	-3%	-2%	-16%	0.8%
O=C(C1=COCCO1)N1CCN(C(c2ccccc2)c2ccccc2)CC1	0%	6%	1%	18%	i
Cc1ccc(CNC(=O)Nc2ccc(F)cc2F)n1C	10%	0%	3%	0%	0.8%
Cc1onc(-c2ccccc2)c1C(=O)Nc1ccncc1	-9%	14%	0%	2%	i
COc1ccccc1C(=O)OCC(=O)Nc1cc(S(=O)(=O)N2CCOCC2)ccc1N1CCCC1	-14%	-9%	-3%	6%	1.6%
CC1(C)c2ccccc2-n2c1cc1oc(=O)cc(O)c1c2=O	-2%	0%	3%	68%	4.3%
O=C(C1CCN(S(=O)(=O)Cc2ccccc2)CC1)N1CCCc2ccccc21	7%	26%	-5%	23%	1.6%
O=C(O)c1ccc(S(=O)(=O)N2CCN(c3ccccn3)CC2)cc1	-6%	3%	7%	11%	0.7%
CC(C)c1ccc(CNC(=O)CSCC(=O)Nc2ccc3ccccc3c2)cc1	-6%	1%	?	66%	i
CSCC(=O)NC1CCCc2c1cnn2-c1cc(F)cc(F)c1 (stereo unspecified)	2%	-3%	-2%	-8%	1.0%
CCn1c(COc2ccccc2C)nnc1SCC(=O)OC	-5%	-5%	14%	?	3.8%
Cc1ccc(S(=O)(=O)N2CCCC(C(=O)Nc3cccnc3)C2)cc1 (stereo unspecified)	-6%	-8%	-11%	18%	i
CC(C(=O)Nc1cccc([N+](=O)[O-])c1)N(c1ccccc1)S(C)(=O)=O (stereo unspecified)	7%	-6%	2%	2%	1.4%
CCOC(=O)c1ccc(NC(=O)/C=C/c2cccs2)cc1	11%	0%	-1%	?	2.6%
O=C(CS(=O)CC(=O)Nc1cccnc1)Nc1ccc(F)cc1 (stereo unspecified)	6%	8%	6%	-14%	0.9%
Cc1nnc(NC(=O)CN2CCN(Cc3c(Cl)cccc3Cl)CC2)s1	-6%	-10%	0%	49%	i
COc1cc2c(cc1OC)C1CC(=O)C(CC(C)C)CN1CC2 (stereo unspecified)	-8%	-1%	1%	-22%	2.8%
O=S(=O)(c1ccc(Oc2ccc(F)c(Cl)c2)nc1)N1CCOCC1	8%	-14%	-8%	-12%	1.8%

Of the compounds above, 4 have a thiophene ring, fused or not.
SMILES	Salmonella PhoP GFP	H1N1 NS1A inhibition	M. tuberculosis HTS	M. tuberculosis	inhibitors of VEEV	others
CN(c1ccc(OCC(=O)N2CCN(C/C=C/c3ccccc3)CC2)cc1)S(=O)(=O)c1cccs1	8%	-4%	6%	57%	5.0%
CC(C)(C)c1ccc(C(=O)OCC(=O)Nc2sc3c(c2C#N)CCC3)cc1	-3%	11%	2%	-7%	1.7%
CN(C)S(=O)(=O)c1ccc(C(=O)NCC(=O)N/N=C/c2cccs2)cc1	-10%	-8%	6%	-13%	2.6%
CCOC(=O)c1ccc(NC(=O)/C=C/c2cccs2)cc1	11%	0%	-1%	?	2.6%

(continued)
SMILES	Salmonella PhoP GFP	H1N1 NS1A inhibition	M. tuberculosis HTS	M. tuberculosis	inhibitors of VEEV	others
O=C(O)c1ccc(NC(=O)c2cn(-c3ccccc3)nc2-c2ccc(Cl)cc2)cc1	4%	-4%	13%	-11%	7.4%
Cc1[nH]c(=O)[nH]c(=O)c1S(=O)(=O)N1CCCC(C(=O)NCc2ccccc2Cl)C1 (stereo unspecified)	-13%	21%	5%	-7%	i
COc1ccc(CNC(=O)c2c(O)c3cccc4c3n(c2=O)CCC4)cc1	/	-3%	/	/	6.9%	inhibitors of VEEV 10K pilot screen=5.2
CC1CCC(NC(=O)CCCCn2c(=O)[nH]c3ccsc3c2=O)CC1 (stereo unspecified)	-14%	11%	12%	-1%	i
COc1cc(C(=O)NNC(=O)COc2ccc(C)cc2)ccc1OCC(=O)N1CCOCC1	/	7%	-7%	-5%	0.7%
COC(=O)c1c(C(=O)OC)c(-c2cccc(Cl)c2)n2c1CS(=O)C2 (stereo unspecified)	0%	3%	-8%	-16%	0.7%
COc1cccc(/C=C2\N=C(c3c(-c4ccccc4)noc3C)OC2=O)c1OC	-15%	5%	1%	?	0.3%
CN(C=C1C(=O)CC(C)(C)CC1=O)CCN1CCNCC1	16%	5%	-3%	-9%	0.4%
CN(C(=O)COC(=O)c1ccccc1SCC(=O)N1CCCC1)C1CCS(=O)(=O)C1 (stereo unspecified)	0%	-4%	-13%	/	1.3%
COc1ccc(C(=O)Nc2ccccc2C(N)=O)cc1	-3%	6%	-4%	16%	i
COC(OC)C(C)NC(=O)NC(=O)c1ccccc1Cl (stereo unspecified)	-1%	-14%	1%	-19%	0.6%
CS(=O)(=O)N(CC(=O)N1CCCCCC1)c1cccc(F)c1	-2%	-9%	2%	17%	2.5%
COC(=O)C1=C(C)N(C)C(=O)NC1c1ccc([N+](=O)[O-])o1 (stereo unspecified)	-6%	4%	9%	28%	0.8%
Cn1ccnc1SCC(=O)Nc1cccc(S(=O)(=O)N2CCCCCC2)c1	-3%	2%	2%	-1%	3.1%
COc1ccccc1CC(=O)N1CCN(C(=O)c2ccco2)CC1	-10%	-4%	-3%	-6%	1.0%

Screening results from PubChem BioAssay.
